Compound activity from PubChem BioAssay.
TrxR1 substrate: rat thioredoxin reductase 1 substrate activity; Potency, µM (titrated, usually from 114 µM), for inactives: at the top dose activity change, negative = substrate turnover; hit rate 0.01% among 390,000; purified TrxR1 substrate turnover, NADPH consumption readout; O89049; also: potency is read from the fitted curve at half-maximal effect; % is scaled to controls: 0 for no effect and ±100 for the full control effect; nearly all actives have a fitted effect of over 50% in size
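Rat TrxR1, dispensed at 90 nM, was prereduced with 400 uM NADPH (final) for 5 min at ~22 deg C, then incubated with compound 15 min before 400 uM selenite. A first-read NADPH fluorescence drop versus no-compound background flagged substrates.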
Vif-A3G inh: Vif-A3G binding inhibition; HeLa A3G-eYFP + Vif (tagged APOBEC3G with the HIV-1 protein that degrades it), YFP fluorescence, overnight; Potency, µM (doses to about 46.1 µM), for the others: at the top dose activity, negative = active, actives largely listed as inhibitors; hit rate 0.076% among 410,000;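 also: potency is read from the fitted curve at half-maximal effect; % is scaled to controls: 0 for no effect and ±100 for the full control effect; nearly all actives have a fitted effect of over 60% in size; hits raise eYFP signal because A3G escapes Vif-driven loss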
Target sequence (Q9HC16 whole entry, looked up): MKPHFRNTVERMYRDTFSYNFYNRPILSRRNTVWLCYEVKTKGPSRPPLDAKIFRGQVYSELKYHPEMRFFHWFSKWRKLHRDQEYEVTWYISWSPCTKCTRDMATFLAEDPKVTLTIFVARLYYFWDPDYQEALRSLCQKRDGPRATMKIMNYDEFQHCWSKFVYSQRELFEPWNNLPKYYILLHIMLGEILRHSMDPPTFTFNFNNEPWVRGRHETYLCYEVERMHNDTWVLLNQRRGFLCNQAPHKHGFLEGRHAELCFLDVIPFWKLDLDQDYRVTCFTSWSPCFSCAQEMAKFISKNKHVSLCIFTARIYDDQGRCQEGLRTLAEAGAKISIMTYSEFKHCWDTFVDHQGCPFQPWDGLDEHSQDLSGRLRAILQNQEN
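Read-out is eYFP fluorescence (Ex 488/Em 500-530) from Vif-expressing HeLa A3G-eYFP cells; more signal means A3G escaped Vif-mediated degradation. Cells plated overnight, compound pinned in, incubated overnight at 37 deg C.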
Glioma ERSR ind: ER stress response induction in glioma; U87-MG GRP78 promoter luciferase reporter, 16 h; Potency, µM, inactives show top-dose activation, most hits filed as activators; hit rate 0.02% among 420,000; also: potency is read from the fitted curve at half-maximal effect; series mostly up to about 76 µM; % of control where 0% means no effect; nearly all actives have a fitted effect of over 35% in size
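Stably transfected U87-MG human glioma cells carrying a GRP78-based luminescent sensor were seeded at 1000 cells/well, pin-dosed with compounds and incubated 16 h. Luciferase reagent was then added, and end-point luminescence was read after 10 min at room temperature.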
TrxR1 inh: inhibitors of rat thioredoxin reductase 1; AID 588453; Potency, µM (titrated, usually from 114 µM), for inactives: at the top dose activity change, negative = inhibition, most hits filed as inhibitors; recombinant rTrxR1, NADPH fluorescence consumption, selenite substrate; hit rate 1% among 390,000; also: potency is read from the fitted curve at half-maximal effect; % is scaled to controls: 0 for no effect and ±100 for the full control effect; nearly all actives have a fitted effect of over 65% in size
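Rat TrxR1 (90 nM in the dispensed reagent) was pre-reduced with 400 uM NADPH for 5 min at room temperature, then incubated with compound for 15 min. After 400 uM selenite was added, NADPH fluorescence (Ex 340/Em 450 nm) was followed for 8 min.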
mIDH1 inhibitor: inhibitors of human mutant IDH1 R132H; hit rate 0.093% among 390,000; IDH1-R132H enzyme, NADPH consumption, diaphorase/resazurin fluorescence; O75874; AID 602179; Potency, µM (series often up to 76.6 µM), for the others: at the highest dose activity change, negative = inhibition, most hits filed as inhibitors; also: potency is read from the fitted curve at half-maximal effect; % is scaled to controls: 0 for no effect and ±100 for the full control effect; nearly all actives have a fitted effect of over 65% in size
Target sequence (O75874 whole entry R132H, stated change not applied): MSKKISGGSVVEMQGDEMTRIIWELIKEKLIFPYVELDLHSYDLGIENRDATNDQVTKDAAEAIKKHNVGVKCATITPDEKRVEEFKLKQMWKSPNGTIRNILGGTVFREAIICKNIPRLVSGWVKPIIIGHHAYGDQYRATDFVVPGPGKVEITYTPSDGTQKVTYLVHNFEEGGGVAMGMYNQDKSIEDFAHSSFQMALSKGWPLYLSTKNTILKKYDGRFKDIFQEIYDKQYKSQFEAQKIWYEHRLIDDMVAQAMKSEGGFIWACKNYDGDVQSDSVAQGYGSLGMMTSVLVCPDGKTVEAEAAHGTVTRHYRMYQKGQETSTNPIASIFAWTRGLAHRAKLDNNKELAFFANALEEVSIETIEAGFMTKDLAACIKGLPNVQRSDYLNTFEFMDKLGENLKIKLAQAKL
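IDH1-R132H (0.5 ug/mL) preincubated 30 min with compound, then NADPH (0.016 mM) and alpha-KG (2 mM) added; 80 min at RT, pH 7.5. Remaining NADPH coupled via diaphorase/resazurin to fluorescence (540/590 nm); concentration-response curves normalized to no-enzyme control.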
Vif-A3F inh: inhibitors of Vif-A3F interaction; HeLa A3F-eYFP + Vif (tagged APOBEC3F with the HIV-1 protein that degrades it), YFP fluorescence increase; Potency, µM (doses to about 46.1 µM), for inactives: top-dose activity, negative = active; hit rate 0.2% among 390,000; AID 602313; also: potency is read from the fitted curve at half-maximal effect; % of control where 0% means no effect; nearly all actives have a fitted effect of over 65% in size
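Fluorescence increase (Ex 488/Em 500-530) after overnight compound treatment at 37 deg C flags inhibition of Vif-driven A3F-eYFP loss in stable HeLa A3F-eYFP/Vif cells seeded overnight beforehand.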
USP1-UAF1 inh: inhibitors of human USP1/UAF1 deubiquitinase; recombinant USP1/UAF1, Ub-Rhodamine cleavage fluorescence; Potency, µM (doses to about 57.1 µM), without a hit: top-dose activity change, negative = inhibition, usual class: inhibitors; hit rate 0.23% among 390,000; AID 743255; also: potency is read from the fitted curve at half-maximal effect; % is scaled to controls: 0 for no effect and ±100 for the full control effect; nearly all actives have a fitted effect of over 60% in size; inactives centre near -12
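Step one: compound is pinned into 1nM USP1/UAF1 in HEPES pH 7.8 buffer with TCEP. Step two: 15 min room-temperature incubation. Step three: Ub-Rho (150nM final) starts cleavage, tracked by fluorescence over six one-minute reads.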
LDHA inh: inhibitors of human lactate dehydrogenase A; purified LDHA, NADH/diaphorase-resazurin fluorescence; active compounds read low; activity change, % (values are at about 110 or 230 µM); hit rate 0.15% among 480,000; AID 1347041; in the data active = activity change below about -30%; inconclusive = mostly about -25% to -30%;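 also: plate controls were DMSO wells for no effect and wells without enzyme for full effect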
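Enzyme activity of human lactate dehydrogenase 5 (2 nM; 0.06 mM NADH, 0.2 mM pyruvate, 5 min, RT) is measured via a resazurin/diaphorase fluorescence readout of residual NADH.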
RGS4 inh: blocks human RGS4-accelerated GTP hydrolysis; P49798; Transcreener GDP fluorescence polarization, RGS4-accelerated GTP hydrolysis; Potency, µM (doses to about 114 µM), for the others: at the highest dose activity change, negative = inhibition, actives largely listed as inhibitors; hit rate 0.039% among 390,000; AID 504845; also: potency is read from the fitted curve at half-maximal effect; % is scaled to controls: 0 for no effect and ±100 for the full control effect; nearly all actives have a fitted effect of over 75% in size; some results filed as inactive show a strong effect at the top dose
Target sequence (P49798 whole entry, looked up): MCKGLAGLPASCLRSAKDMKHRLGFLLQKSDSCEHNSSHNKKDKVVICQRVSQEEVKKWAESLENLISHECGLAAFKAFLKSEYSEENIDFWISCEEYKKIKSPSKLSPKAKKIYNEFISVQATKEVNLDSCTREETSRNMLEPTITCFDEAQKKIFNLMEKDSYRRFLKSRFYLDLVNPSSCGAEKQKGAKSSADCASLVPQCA
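MLSMR compounds (23 nl, pin-transferred) preincubated 10 min at room temperature with a 500nM (2x) first reagent, then RGS4 at 900nM (2x) plus Transcreener GDP mix added; fluorescence polarization (620/688 nm) read before and after 90 min at 30 °C.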
* = called active by the depositor; ? = inconclusive; . = no result given; & = joins results of further samples; [ ] = dose if it differs, or a comment. Unless noted, calls follow the shape of the dose curve; as a rule, active = well fitted curve in the direction sought with a large enough effect; inconclusive = small, poorly fitted or top-dose-only effect, or another doubt; inactive = no such curve, though single readings can be large; an effect the other way counts as inactive or inconclusive.

Sequence of screens: Vif-A3G inh	RGS4 inh	mIDH1 inhibitor	Glioma ERSR ind	TrxR1 substrate	LDHA inh	TrxR1 inh	USP1-UAF1 inh	Vif-A3F inh
- O=C(NCCc1c[nH]c2ccccc12)C1Cc2ccccc2CN1C(=O)c1ccco1 (stereo not given)
  1%	-6%	-4%	-2%	-3%	-3	-5%	-3%	-2%
- COc1ccccc1S(=O)(=O)N1CCN(S(=O)(=O)c2cccs2)CC1
  3%	-6%	7%	1%	5%	-8	38%[activator]	-9%	-17%
- COc1ccc(Br)cc1/C(C)=N/NC1=NCCN1
  -1%	7%	10%	0%	-8%	-8	-3%	-5%	-15%
- O=C(O)c1ccc(NC(=S)NC2CCCCC2)cc1
  -3%	6%	7%	-4%	-7%	0	-16%	-17%	2%
- CCC1CCCCN1Cc1ccc(OC)c(C)c1 (stereo not given)
  -3%	4%	6%	-4%	4%	-15	2%	-6%	-3%
- CC(C(=O)NC(C)(C)C)N(C(=O)CS(=O)CC(=O)Nc1ccc(F)cc1)C1CCCC1 (stereo not given)
  -4%	-20%	-1%	-2%	5%[0.0914 µM]	1	7%[57.1 µM]	2%	-8%
- Cc1sc2nc(C(C)C)nc(SCC(=O)NC3CC3)c2c1C
  2%	-15%	-11%	-3%	-8%	-4	-2%	-10%	1%
- COc1ccc2oc(=O)c(C(=O)Nc3cccc(C(=O)O)c3)cc2c1
  -4%	17%	0%	-10%	0%	-1	-2%	-27%	-4%
- COc1ccccc1N1CCN(C(CNC(=O)c2ccc3c(c2)OCO3)c2cccnc2)CC1 (stereo not given)
  3%	6%	4%	2%	-8%	0	-17%	-10%	-2%
- CC(C)CCOP(=O)(c1ccc(N(C)C)cc1)C(O)c1ccc(N(C)C)cc1 (stereo not given)
  0%	27%	1%	1%	1%	-5	6%	-16%	1%

The last 2 records of the section above lead into the next.
Sequence of screens: Vif-A3G inh	RGS4 inh	mIDH1 inhibitor	Glioma ERSR ind	TrxR1 substrate	LDHA inh	TrxR1 inh	USP1-UAF1 inh	Vif-A3F inh
- COc1ccccc1N1CCN(C(CNC(=O)c2ccc3c(c2)OCO3)c2cccnc2)CC1 (stereo not given)
  3%	6%	4%	2%	-8%	0	-17%	-10%	-2%
- CC(C)CCOP(=O)(c1ccc(N(C)C)cc1)C(O)c1ccc(N(C)C)cc1 (stereo not given)
  0%	27%	1%	1%	1%	-5	6%	-16%	1%
- O=C(Nc1cccc(Cl)c1)Nc1cc(S(=O)(=O)N2CCCCC2)ccc1Cl
  -1%	13%	5%	-4%	-2%	-3	18%	-12%	-15%
- COc1ccc(CNC(=O)CN2C(=O)CSc3ccc(S(=O)(=O)N4CCOCC4)cc32)c(OC)c1
  0%&2%	3%&9%	3%&11%	-2%&-2%	2%	0&-2	9%	-25%&-26%	2%&8%
- O=C(NCc1ccc(Cl)cc1)C(=O)NCC(c1ccc2c(c1)OCO2)N1CCOCC1 (stereo not given)
  -5%	-9%	7%	-3%	0%[57.1 µM]	-1	24%[57.1 µM]	-18%	1%
- CCOC(=O)COc1ccc([N+](=O)[O-])cc1-c1ccnc2cc(-c3ccc(C)cc3)nn12
  0%	2%	28%	-1%	7%	-2	34%[11.4 µM]	-22%	-2%
- Cc1nc(/N=C\c2ccc(N(C)C)cc2)sc1C
  4%	-30%	2%	-2%	-18%	1	-10%	-23%	2%
- COc1ccc(C(=O)c2ccc(OC)cc2O)c(O)c1
  -10%	14%	1%	-4%	1%	-2	-2%	-4%	-9%
- O=C1C=C(c2ccccc2)C[C@H](c2cccs2)[C@H]1n1cnc([N+](=O)[O-])c1
  -1%	-14%	-7%	-1%	0%[57.1 µM]	-5	4%[57.1 µM]	-7%	-4%
- O=C(COc1cccc2ccccc12)NCc1cccnc1
  -1%	-25%	5%	-3%	-8%[57.1 µM]	1	30%[57.1 µM]	-15%	7%
- CCN(CC)CCOC(=O)c1ccccc1Br
  0%	8%	6%	-2%	-3%	-8	4%	-4%	-5%
- N#Cc1ccsc1NC(=O)c1ccc2ncsc2c1
  -8%	.	2%	-2%	.	-20	.	-27%	?
- CN(C(=O)COC(=O)c1cc(S(=O)(=O)N2CCCCC2)ccc1N1CCOCC1)C1CCS(=O)(=O)C1 (stereo not given)
  0%	-7%[56.9 µM]	22%	-1%	1%	-1	15%	-12%	5%
- COc1ccc(-c2nn(-c3ccc(C)c(Cl)c3)c3c2cnc2cc(OC)c(OC)cc23)cc1
  2%	-13%	0%	-1%	2%[57.1 µM]	2	12%[57.1 µM]	-28%	2%
- COc1cc(-c2nccc3cc4c(cc23)OCO4)cc(OC)c1OC
  ?	-11%	-4%	-1%	-5%[2.29 µM]	3	-2%[2.29 µM]	-8%	-8%
- COC(=O)c1ccc(CN2CCc3ccccc32)cc1
  -7%	0%	5%	1%	9%[57.1 µM]	-10	15%[57.1 µM]	-6%	-4%
- COc1ccc(C(=O)c2ccc([N+](=O)[O-])cc2)c(OC)c1OC
  2%	17%	3%	-4%	-11%	-3	-14%	-1%	?
- CCOc1ccccc1C(=O)Nc1nnc(Cc2ccc(OC)c(OC)c2)s1
  3%	12%	4%	-3%	-4%	-5	17%	-5%	-18%
- COc1ccc(-c2cc3nc(-c4ccc(C)cc4)cc(C(F)(F)F)n3n2)cc1
  8%	18%	5%	4%	-2%	4	2%	9%	-2%
- Cc1ccc(S(=O)(=O)NNC(=O)c2cc3cc4ccccc4nc3s2)cc1
  -4%	-12%	-8%	-4%	-4%[57.1 µM]	-1	0%[57.1 µM]	-8%	-9%
- CCOC(=O)C1(C)Oc2ccc(S(=O)(=O)CC)cc2NC1=O (stereo not given)
  -3%	-12%	0%	-1%	0%[57.1 µM]	-2	24%[57.1 µM]	-15%	-2%
- COc1ccc([N+](=O)[O-])cc1NC(=O)C1CCCNC1=O (stereo not given)
  0%	11%	-2%	-1%	-13%	1	-19%[57.1 µM]	-4%	4%
- O=C(CCNC(=O)c1ccc([N+](=O)[O-])cc1)NCCCN1CCCC1=O
  -2%	4%	2%	-3%	-7%	-2	-9%	-6%	3%
- CCNC(=O)CSc1nc2ccccc2c(=O)n1-c1cccc(OC)c1
  2%	23%	-3%	-7%	4%[57.1 µM]	-15	4%[57.1 µM]	-21%	14%
- CN1CCc2[nH]c3ccc(C(=O)NN)cc3c2C1
  0%	-37%	0%	-2%	5%	2	10%[57.1 µM]	-13%	0%
- O=C(COc1coc(CN2CCN(c3ccccc3F)CC2)cc1=O)NC1CCCC1
  2%	7%	3%	-4%	10%[57.1 µM]	0	11%[57.1 µM]	-13%	11%
- Cc1cccc(OCC(=O)NCC(=O)N=Nc2c(O)[nH]c3ccc([N+](=O)[O-])cc23)c1
  -2%	-4%	-6%	-4%	-2%	10	7%	-3%	-25%
- CS(=O)(=O)c1ccc(C(=O)NCC2(N3CCCCC3)CCCCC2)cc1
  0%	-10%	1%	-7%	4%[57.1 µM]	0	-4%[57.1 µM]	-1%	-3%
- Cc1nn(C)c(Oc2cccc(Cl)c2)c1C(=O)Nc1ccc(F)cc1
  1%	5%	1%	-5%	9%	-3	37%	-1%	-7%
- CN(C)c1ccc(C=C2C(=O)OC3(CCCC3)OC2=O)cc1
  2%	8%	-10%	-5%	-9%[57.1 µM]	-3	-27%[57.1 µM]	-14%	1%
- CCOC(=O)c1csc(NC(=O)COc2ccc(Cl)cc2Cl)n1
  -10%	13%	-2%	0%	-9%	-17	-9%	-3%	-1%
- CSc1cccc(N2CC(C(=O)NCCC3=CCCCC3)CC2=O)c1 (stereo not given)
  0%	-9%	3%	3%	-7%	-9	-7%	-4%	2%
- NC(=O)c1ccccc1NC(=O)COC(=O)C1(c2ccccc2)CC1
  0%	8%	1%	-3%	-3%	-4	5%	3%	1%
- CCOC(=O)N1CCN(C(=O)COc2ccc(Cl)c(C)c2)CC1
  5%	-3%	-7%	1%	-3%	-7	-7%	-12%	-7%
- Cc1nnsc1C(=O)N1CCN(c2ccc(C#N)cn2)CC1
  1%	7%	-3%	-10%	9%[57.1 µM]	-6	27%[57.1 µM]	2%	-9%
- CCC(=O)c1ccc(OCC(=O)Nc2ccccc2C(=O)NC2CC2)cc1
  0%	-1%	-8%	0%	-1%	-6	12%	-12%	5%
- COc1ccc(-c2noc(C(=O)NCc3ccccc3Cl)n2)cc1OC
  1%	-4%	0%	-3%	9%	-3	7%	-8%	4%
- O=C(NNC(=O)c1sccc1-n1cccc1)c1ccc(Cl)cc1
  -2%	23%	-1%	-6%	2%[57.1 µM]	0	0%[57.1 µM]	-12%	4%
- Brc1ccc2nc(SCCOc3ccccc3)[nH]c2c1
  -21%	-44%	15%	-4%	-2%	9	-11%	?	?
- CNC(=O)COC(=O)c1ccc([N+](=O)[O-])cc1Cl
  3%	-14%	5%	-2%	-25%[57.1 µM]	2	6%[57.1 µM]	-8%	7%
- CCCCOc1ccc(C(=O)Nc2ccc(CN3CCOCC3)cc2)cc1
  1%	-24%	3%	-2%	-5%	-1	-6%	-19%	1%
- Cc1cccc(C)c1OCCCn1ccnc1
  3%	28%	-8%	-4%	6%	?	47%[2.29 µM]	-8%	9%
- CN(c1ccccc1)c1ncnc2c1cnn2C
  1%	-12%	12%	0%	4%[57.1 µM]	-4	15%[57.1 µM]	-8%	-3%

The list is partial, so the mix of outcomes need not match the whole.
